# Assay outcomes: PubChem, several laboratories
# Hep lipid drop – modulators of hepatic lipid droplet formation; AML12 mouse hepatocytes, oleate lipid droplets, BODIPY imaging; inhibition, % at 6.5 µM; hit rate 0.4% among 240,000;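 active = lipid droplet intensity inhibited by at least 50%, with more than 500 cells counted; inconclusive = wells with under 300 cells, treated as cytotoxic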
#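 Assay system: AML12 mouse liver cells | Compound: 6.5 µM single-point dosing | Schedule: Overnight exposure | Technique: Fluorescence imaging, 20x objective, two fields per well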
# AID2073 – inhibitors of Mint1-CaV2.2 protein interaction, biochemical, HTRF (AID 2073) | HTRF protein-protein interaction, Mint1-CaV2.2; higher % means a stronger effect | inhibition, % at 20 µM; hits with a dose series show IC50 in µM | hit rate 0.19% among 290,000; in the data active = inhibition mostly above about 51%, no sharp cut-off; inconclusive = no clear call, values can overlap the other calls; inactive = mostly below about 53%; note: some results filed as inactive read as strong as hits
# XIAP displacement – XIAP antagonists, biochemical, IAP family, fluorescence polarization (AID 1018) | hit rate 0.007% among 200,000 | displacement, % at 20 µM, or IC50 in µM where a hit was titrated | XIAP BIR domain, fluorescence polarization peptide displacement; higher % means a stronger effect; in the data active = displacement above about 50%; note: a part of the inactive calls stands beside numbers as strong as those of hits
# ER stress rescue – protection against thapsigargin-triggered cell killing – 384-well, CSM14.1, ATP luminescence, primary screen (AID 1222) | CSM14.1 thapsigargin-induced death rescue, ATP luminescence; higher % means a stronger effect | one-dose cellular ATP content (survival), % at 20 µM; EC50 in µM for titrated hits | 190,000 tested, under 10 active;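 active = EC50 below 50 µM in the dose-response confirmation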;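 note: death triggered by thapsigargin at about 15 µM added after 2 h compound pretreatment; cell ATP read after overnight thapsigargin exposure of roughly 18 to 22 hours; normalized against plate controls of thapsigargin alone and 5% DMSO vehicle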
# SIAH1 antagonists – Siah-1 peptide-binding antagonists, primary screen, biochemical, fluorescence polarization, rhodamine-plectin, uHTS (AID 1817); Siah-1 / rhodamine-plectin peptide fluorescence polarization; higher % means a stronger effect; displacement, % at 20 µM; hits with a dose series show IC50 in µM; hit rate 0.02% among 290,000;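 active = displacement of at least 50% at 20 µM, with a fluorescence ratio check between 0.3 and a set limit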;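 note: plate controls were Siah plus tracer with DMSO for no effect and tracer alone without Siah for full effect; strong numbers were not always called active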
# P. falciparum M1AAP – P. falciparum M1AAP inhibitors, biochemical, fluorogenic H-Leu-NHMec substrate, 1536-well (AID 1445); hit rate 0.42% among 220,000; recombinant M1AAP, H-Leu-NHMec fluorogenic kinetic assay; higher % means a stronger effect; inhibition, % at 30 µM, or IC50 in µM where a hit was titrated;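 active = primary inhibition above the hit cutoff, then over 50% inhibition at one or more dose response concentrations, cut at about 23% in these data, passing the limit was not always enough; inconclusive = conflicting primary data, or primary hits not chosen for dose response; inactive = low primary inhibition, or under 50% at every dose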;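 note: plate controls were DMSO full reaction for no effect and no enzyme background for full effect; strong numbers were not always called active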
# M17LAP inhibition – P. falciparum M17LAP inhibitors, primary screen, biochemical, fluorogenic H-Leu-NHMec substrate, 1536-well (AID 1619); recombinant M17LAP, H-Leu-NHMec fluorogenic kinetic assay; higher % means a stronger effect; inhibition, % at 30 µM, or IC50 in µM where a hit was titrated; hit rate 0.38% among 220,000;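 active = compound inhibiting the enzyme by more than half at any dose during confirmatory dose-response retesting; inconclusive = strong single-dose inhibitors picked by rank but not retested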;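 note: plate controls were full reaction with DMSO carrier for no effect and no enzyme background for full effect; strong numbers were not always called active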
# LYP inhibition – PTPN22 lymphoid phosphatase activity blockers – biochemical, fluorescence intensity, uHTS (AID 1779); recombinant LYP phosphatase, fluorescence intensity; higher % means a stronger effect; inhibition, % at 11.5 µM; hits with a dose series show IC50 in µM; hit rate 0.054% among 290,000;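 note: plate controls were vehicle with enzyme for no effect and no enzyme for full effect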
# NOD2 inhibition – inhibition of NOD2-driven NF-kB reporter – cell-based, luminescence, uHTS, HEK293 (AID 1566); HEK293 NOD2/NF-kB luciferase reporter, luminescence; higher % means a stronger effect; inhibition, % at 4 µM; hits with a dose series show EC50 in µM; hit rate 0.63% among 290,000; note: many of its hits are not listed in these tables
# Hep lipid drop cells 6.5 µM – also measured in Hep lipid drop; calls as there; cell count; measured here: cell count, cytotoxicity flag;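 cells counted across two imaged fields per well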
# * marks the source's active call; other numbers are inactive results; ? = inconclusive; nt = not tested or not shown. Cut-off read from the data, not from the text of the source, unless noted: active = inhibition above about 50%; inactive = the rest. Not all compounds are listed; the hit share may differ from the screen's.
canonical_smiles	LYP inhibition	ER stress rescue	Hep lipid drop	SIAH1 antagonists	NOD2 inhibition	P. falciparum M1AAP	Hep lipid drop cells 6.5 µM	AID2073	XIAP displacement	M17LAP inhibition
CCOC(=O)Cc1c(C)[nH]n(-c2ccccc2)c1=O	-6%	nt	-48	1%	-31%	-8%	680	6%	nt	-11%
O=C(NCCCCNC(=O)c1ccccn1)c1ccccn1	-4%	-0.4%	0	7%	7%	1%	700	0%	-3.5%	-7%
COCCN1Cc2cccc(C(=O)Nc3cccnc3)c2C1=O	-2%	-3.5%	-9	0%	11%	-1%	695	-3%	0.5%	0%
Cc1ccc(-n2c(C)cc(C(=O)CSc3nnc4ccccn34)c2C)cc1	3%	-1.1%	-1	2%	-102%	13%	653	16%	-7.8%	14%
Cn1c(=O)n(C)c2cc(C(=O)Nc3ccc(Br)cc3)ccc21	-2%	nt	nt	-5%	-20%	nt	nt	17%	nt	nt
Nc1cc(S(=O)(=O)N2CCCCC2)ccc1N1CCOCC1	-10%	0.6%	16	3%	10%	-4%	679	13%	-4.6%	16%
COc1ccc(CN(Cc2ccccn2)C(=O)CN2C(=O)COc3ccccc32)cc1	-10%	2.5%	nt	0%	7%	9%	nt	1%	-6.5%	9%
CC1=N/C(=C/c2cccnc2)C(=O)O1	-2%	1.0%	-5	15%	11%	5%	729	16%	-2.6%	-14%
c1ccc(CSc2ncnc3c2sc2nc(N4CCOCC4)c4c(c23)CCCC4)cc1	-1%	-0.9%	nt	-2%	18%	-3%	nt	?	-5.8%	-8%
CCOC(=O)N1CCN(c2cc(=O)n(C)c(=O)n2C)CC1	-5%	nt	3	0%	9%	-5%	698	-2%	nt	0%
COC(=O)NCCc1cc(OC)c(OC)cc1S(=O)(=O)N1CC(=O)Nc2ccccc21	0%	nt	nt	-3%	-14%	nt	nt	6%	nt	nt
CN1CCN(/N=C/c2ccc(-c3ccc([N+](=O)[O-])cc3)o2)CC1	2%	-0.4%	2	-3%	-27%	13%	722	41%	-3.9%	60%
O=C(c1cc(-c2ccc3c(c2)OCO3)on1)N1CCOCC1	-6%	-5.3%	8	-1%	-70%	-5%	692	-1%	-5.2%	-10%
Cc1c(NC(=O)c2cc(-c3ccc(Cl)s3)nc3ccccc23)c(=O)n(-c2ccccc2)n1C	3%	2.3%	nt	-2%	13%	5%	nt	36%	-21%	4%
CN1CCC(CNC(=O)Nc2csc3ccccc23)CC1	2%	nt	-16	3%	0%	8%	664	-18%	nt	-4%
Nc1ccc(Cc2ccc(N)c(C(=O)O)c2)cc1C(=O)O	-5%	-1.0%	28	-3%	11%	11%	809	36%	-1.8%	21%
Cc1nn(C)c(Oc2ccccc2)c1[N+](=O)[O-]	-8%	3.4%	-6	4%	3%	3%	769	-11%	-1.5%	1%
O=C(COn1nnc2ccccc21)N1CCN(Cc2ccccc2)CC1	-10%	-16%	3	-4%	-38%	2%	664	-9%	-4.1%	7%
Cc1ccccc1NS(=O)(=O)c1cc(C(=O)NCc2ccco2)ccc1C	-4%	0.4%	2	-1%	12%	10%	702	-8%	-3.1%	-13%
CN1CCc2nc(NC(=O)COc3ccc4ccccc4c3)sc2C1	-8%	4.9%	-36	-14%	-40%	4%	633	10%	-9.8%	3%
CCCCNC(=O)/C=C/c1ccc(S(=O)(=O)Nc2ccc(OC)cc2)cc1	-2%	-1.7%	3	3%	12%	7%	776	-5%	-4.5%	1%
COc1ccc2nc(NC(=O)CSc3ccccc3)sc2c1	-4%	-0.7%	-3	-3%	-22%	3%	841	-14%	-10%	-1%
CCOc1cc(/C=N/Nc2cccc(C(=O)O)c2)ccc1OCC(=O)N1CCCCC1	-1%	5.4%	4	0%	-13%	7%	672	-2%	-17%	22%
CCOC(=O)CC1C(=O)NCCN1C(=O)c1c(F)cccc1F (stereo unspecified)	-5%	-1.0%	13	2%	13%	0%	767	-2%	-7.1%	-1%
O=C(NC1CCCN(c2ccc(C(F)(F)F)cn2)C1)c1ccncc1 (stereo unspecified)	-12%	nt	17	2%	1%	nt	752	8%	nt	nt
O=[N+]([O-])c1ccccc1-c1ccc(C(=S)N2CCCCC2)o1	3%	nt	-22	0%	25%	5%	674	-6%	nt	4%
CC(C)(C)c1ccc(S(=O)(=O)C(C)(C)C)cc1	-8%	nt	3	7%	11%	-2%	704	30%	-3.4%	-2%
O=C(Nc1ccsc1C(=O)O)c1cccc(Oc2ccccc2)c1	-10%	nt	7	5%	-108%	nt	841	7%	nt	nt
CCCN(CCC)c1nc(C)cc(C(C#N)c2nc3ccccc3o2)n1 (stereo unspecified)	0%	-0.7%	1	12%	7%	-3%	639	9%	-16%	-2%
O=S(=O)(c1ccccc1)n1ccc(-c2cnc(-c3ccccc3)s2)n1	4%	-1.8%	nt	4%	-26%	4%	nt	-4%	1.5%	1%

# A few values from above:
# AID2073 result of CN1CCN(/N=C/c2ccc(-c3ccc([N+](=O)[O-])cc3)o2)CC1 → 41%
# LYP inhibition result of CCOC(=O)Cc1c(C)[nH]n(-c2ccccc2)c1=O → -6%

# Further compounds:
canonical_smiles	LYP inhibition	ER stress rescue	Hep lipid drop	SIAH1 antagonists	NOD2 inhibition	P. falciparum M1AAP	Hep lipid drop cells 6.5 µM	AID2073	XIAP displacement	M17LAP inhibition
CC(CC1CC(C)(C)OC1=O)C(=O)Nc1ccc([N+](=O)[O-])cc1 (stereo unspecified)	-8%	-0.3%	-3	0%	11%	3%	581	-2%	-7.9%	7%
O=C(N/N=C/c1cc([N+](=O)[O-])ccc1Cl)c1cnccn1	-9%	-2.9%	-90	8%	-21%	2%	618	14%	-3.9%	0%
COc1ccc(Br)cc1CNC(=O)CCc1nc(-c2ccc(C)cc2)no1	6%	nt	-3	-1%	-7%	1%	731	10%	-11%	-8%
CN(c1nc(-c2ccccc2)cs1)C1CCS(=O)(=O)C1 (stereo unspecified)	0%	1.7%	-12	5%	-24%	-2%	743	-10%	-5.1%	1%
O=C(Nc1ccon1)c1cnc2sccn2c1=O	-5%	-1.9%	nt	-1%	-4%	16%	nt	5%	-0.6%	-5%
CCC(=O)Nc1ccc2c(c1)nc(CCN1CCC(C)CC1)n2C	-10%	nt	9	10%	13%	nt	845	9%	nt	nt
O=C(NCC1CCCO1)C(c1cccs1)N(Cc1ccccc1)C(=O)c1ccc(-c2ccccc2)[nH]1 (stereo unspecified)	-1%	4.5%	-10	3%	-26%	-3%	644	16%	-9.7%	0%
CCc1ccc(NC(=O)C2CCN(S(=O)(=O)c3c(C)[nH]c(=O)[nH]c3=O)CC2)cc1	-2%	-2.4%	nt	0%	2%	-9%	nt	-6%	-3.3%	-2%
CN1/C(=C\C(=O)COC(=O)CNC(=O)c2ccccc2F)C(C)(C)c2ccccc21	-6%	-1.1%	-30	5%	8%	13%	667	12%	-4.2%	9%
O=C(O)CSc1nc2ccccc2o1	-17%	-2.0%	nt	4%	2%	-14%	nt	1%	-7.3%	4%
C[C@@H](C(=O)Nc1nc(-c2ccccn2)cs1)N1C(=O)C2CCCCC2C1=O (stereo partly specified)	0%	2.8%	-14	-6%	9%	-10%	807	7%	-5.8%	16%
COCCN(C(=O)CCC(=O)Nc1nccs1)C(C(=O)NC(C)(C)C)c1ccc(C)cc1 (stereo unspecified)	-4%	nt	21	14%	-5%	nt	805	3%	nt	nt
COc1ccc(C(=O)c2coc3ccc(O)c(CN4CCOCC4)c23)cc1	-8%	0.0%	-2	15%	18%	13%	738	2%	-1.8%	-1%
CCOCCCNC(=O)C(NC(=O)c1ccc2c(c1)OCO2)c1ccc(OC)cc1 (stereo unspecified)	-1%	-2.8%	nt	-2%	0%	-11%	nt	1%	1.2%	-6%
COC(=O)c1sc(NC(=O)CSc2nnc(Cn3nnc4ccccc43)n2C)nc1C	1%	-1.8%	-5	2%	-15%	-1%	679	6%	0.7%	-4%
Cc1cc(C)nc(SCSc2nc(C)cc(C)n2)n1	-5%	-2.4%	nt	-5%	0%	-3%	nt	1%	-5.3%	-29%
CC(C)CN(C(=O)CCC(=O)OCC(=O)NCCc1ccccc1)c1c(N)n(CC(C)C)c(=O)[nH]c1=O	-11%	nt	0	3%	-6%	nt	802	-5%	nt	nt
CCOc1ccc(C2C=C(c3ccc(C)cc3)Nc3nnnn32)cc1 (stereo unspecified)	0%	0.7%	nt	0%	-2%	5%	nt	8%	-3.5%	-131%
CC(=O)COc1ccc2c(C)c(C)c(=O)oc2c1	-16%	-2.5%	nt	-2%	-1%	2%	nt	2%	-5.3%	5%
CN(C)c1nc(N)nc(-c2nc3ccccc3s2)n1	1%	-3.3%	-2	2%	-86%	1%	645	-2%	-2.1%	5%
C/C(=N\Nc1nc2ccccc2[nH]1)c1ccc2c(c1)OCO2	-4%	-1.1%	32	-1%	-19%	11%	654	-2%	-5.8%	-4%
CC(=O)Cc1nsc(Nc2ccc3c(c2)OCCO3)n1	-4%	0.1%	nt	1%	-22%	-4%	nt	-15%	-2.4%	27%
CCC1Oc2ccc(C)cc2N(CC(=O)NCC2COc3ccccc3O2)C1=O (stereo unspecified)	-8%	0.9%	nt	-4%	3%	7%	nt	-1%	-6.8%	16%
COCCNC(=O)/C(C#N)=C/c1cccc(NC(=O)c2ccccc2Cl)c1	-1%	-5.0%	8	-2%	0%	0%	634	12%	-10%	3%
O=C(Nn1c(C2CCCCC2)nc2ccccc2c1=O)c1ccc([N+](=O)[O-])cc1Cl	-7%	7.6%	-19	3%	12%	4%	661	7%	-4.6%	5%

# Quoted at random: 4 compounds from above, in no set order.
canonical_smiles	LYP inhibition	ER stress rescue	Hep lipid drop	SIAH1 antagonists	NOD2 inhibition	P. falciparum M1AAP	Hep lipid drop cells 6.5 µM	AID2073	XIAP displacement	M17LAP inhibition
Cc1c(NC(=O)c2cc(-c3ccc(Cl)s3)nc3ccccc23)c(=O)n(-c2ccccc2)n1C	3%	2.3%	nt	-2%	13%	5%	nt	36%	-21%	4%
O=C(NCCCCNC(=O)c1ccccn1)c1ccccn1	-4%	-0.4%	0	7%	7%	1%	700	0%	-3.5%	-7%
Cc1nn(C)c(Oc2ccccc2)c1[N+](=O)[O-]	-8%	3.4%	-6	4%	3%	3%	769	-11%	-1.5%	1%
O=C(Nc1ccsc1C(=O)O)c1cccc(Oc2ccccc2)c1	-10%	nt	7	5%	-108%	nt	841	7%	nt	nt
